Luciferase inh – blocks Photinus pyralis firefly luciferase activity; purified firefly luciferase, luminescence, 8 min; P08659; Potency, µM (series often up to 57.1 µM), without a hit: at the highest dose activity change, negative = inhibition, usual class: inhibitors; 2.2% of 72,000 active; further: potency means the concentration at half of the fitted maximal effect; on the % scale 0 is the no-effect control and ±100 the full control effect; nearly all actives have a fitted effect of over 40% in size
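qHTS concentration-response profiling: light output of P. pyralis luciferase with luciferin and 10 uM ATP, imidazole buffer pH 7.2. Read by luminescence after 8-min room-temperature incubation.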
Hsp90 Hop PPI – changes Hsp90-Hop TPR2A binding signal, up or down | AID 595 | 0.44% of 71,000 active | Potency, µM (series often up to 57 µM), inactives show top-dose activity change, negative = inhibition | AlphaScreen TPR2A-His6 binding biotin-Hsp90 C-terminal peptide; active means well fitted curve in either direction with a large enough effect; inconclusive means small, poorly fitted or top-dose-only effect, or another doubt; further: potency means the concentration at half of the fitted maximal effect; on the % scale 0 is the no-effect control and ±100 the full control effect; many of its hits are not listed in these tables
Epigenetic mod – epigenetic modulators derepressing GFP locus in mouse cells | mouse C127i GFP locus derepression, cytometry, 30 h | 0.09% of 68,000 active | AID 597 | Potency, µM (top dose mostly 46.1 µM), inactives show top-dose GFP derepression (activation); further: % of control where 0% means no effect
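Locus derepression in mouse mammary C127i cells whose integrated CMV-GFP reporter is normally silent; GFP expression after 30 h compound treatment was quantified by counting fluorescent cells.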
ERK AVP inh – vasopressin-driven ERK pathway inhibition; AID 995; 0.99% of 72,000 active; HEK293-V1b, vasopressin-stimulated pERK AlphaScreen; Potency, µM (highest dose often 57.5 µM), for the others: top-dose activity, negative = inhibition, hits mostly inhibitors; further: potency means the concentration at half of the fitted maximal effect; on the % scale 0 is the no-effect control and ±100 the full control effect; nearly all actives have a fitted effect of over 55% in size
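HEK293 cells stably expressing V1b receptor, preincubated 30 min at 37 °C with compound, then stimulated 5 min with 25 nM vasopressin. Phospho-ERK by AlphaScreen SureFire after 5 h RT; normalized to DMSO and vasopressin; AC50 by Hill fit.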
Tau filament bind – binders of human tau filaments; P10636; recombinant tau filaments, thioflavin S fluorescence, 15 h; filaments grown with octadecylsulfate alongside compound; Potency, µM (highest dose often 57.1 µM), for inactives: top-dose activity change, negative = inhibition; 2% of 71,000 active; AID 596;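 further: potency means the concentration at half of the fitted maximal effect; on the % scale 0 is the no-effect control and ±100 the full control effect; actives lower thioflavin S fluorescence by blocking filaments or displacing dye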
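Assay mix: 1 uM His-tagged tau, 30 uM sodium octadecylsulfate, thioflavine S dye in HEPES/NaCl/DTT buffer. Compound is added prior to the inducer. Fluorescence after 15 h at 37 C.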
UbGFP stabilizer – inhibits proteasome, raising ubiquitin-GFP reporter fluorescence; Ubiquitin-GFP reporter cells, proteasome inhibition, GFP fluorescence; response scale: untreated = 0%, 10 µM MG-132 = 100%; Potency, µM (titrated, usually from 45.9 µM), for the others: top-dose activation (GFP accumulation), usual class: activators; 67,000 tested, under 10 active; active means well fitted activation curve with a large enough effect, not every such curve was filed as active; inconclusive means small, poorly fitted or top-dose-only effect, or another doubt; inactive means no such curve, though single readings can be large or run the other way; further: potency means the concentration at half of the fitted maximal effect
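U2OS cells expressing ubiquitin(G76V)-GFP, seeded overnight in 0.5% FBS medium, then treated 4 hr at 37 C across 46 uM to 2.9 nM. GFP-positive cells counted by laser cytometry (488 ex/515 em); %activity scaled between basal and 10 uM MG-132.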
HBB splice mod – modulators of hemoglobin beta chain splicing; HBB splicing reporter cell assay, activation; EGFP reporter with mutant IVS2-654 intron; response scale: normalised to 500 nM splice-correcting PNA; Potency, µM (titrated, usually from 46.1 µM), without a hit: at the top dose activation, usual class: activators; 0.06% of 65,000 active; further: potency means the concentration at half of the fitted maximal effect; 0% is about no effect
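HeLa cells stably expressing EGFP interrupted by mutant beta-globin intron 2 (IVS2-654), 500/well in 2% FCS. Treated with compound for 2 days at 37C. Splicing correction scored as total well GFP intensity (488 nm excitation, 500-520 nm emission); 500 nM antisense PNA served as control.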
15-hLO inh – inhibitors of human 15-lipoxygenase (ALOX15); P16050; purified 15hLO-1, xylenol orange hydroperoxide absorbance; Potency, µM (titrated, usually from 57.1 µM), for inactives: top-dose activity change, negative = inhibition, usual class: inhibitors; 1.4% of 74,000 active; AID 887; further: potency means the concentration at half of the fitted maximal effect; on the % scale 0 is the no-effect control and ±100 the full control effect; nearly all actives have a fitted effect of over 55% in size
Target sequence (P16050 whole entry, looked up): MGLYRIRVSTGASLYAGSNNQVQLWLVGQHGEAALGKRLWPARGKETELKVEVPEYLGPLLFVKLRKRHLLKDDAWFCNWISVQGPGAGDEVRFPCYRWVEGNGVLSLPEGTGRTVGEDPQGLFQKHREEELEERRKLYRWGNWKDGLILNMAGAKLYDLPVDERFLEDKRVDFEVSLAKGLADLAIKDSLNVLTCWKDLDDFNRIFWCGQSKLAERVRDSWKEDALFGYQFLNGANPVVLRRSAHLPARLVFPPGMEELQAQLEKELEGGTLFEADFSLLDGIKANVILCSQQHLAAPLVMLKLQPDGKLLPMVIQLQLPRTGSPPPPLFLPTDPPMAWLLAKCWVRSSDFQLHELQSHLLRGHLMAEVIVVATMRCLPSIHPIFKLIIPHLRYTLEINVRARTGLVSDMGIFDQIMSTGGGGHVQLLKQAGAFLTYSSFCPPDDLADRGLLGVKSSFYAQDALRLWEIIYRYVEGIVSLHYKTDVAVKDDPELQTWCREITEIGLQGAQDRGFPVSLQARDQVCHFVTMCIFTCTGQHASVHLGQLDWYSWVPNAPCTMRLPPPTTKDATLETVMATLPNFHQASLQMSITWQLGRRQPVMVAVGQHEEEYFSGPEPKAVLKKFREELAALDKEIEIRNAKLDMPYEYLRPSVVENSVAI
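40 nM 15hLO-1 + cpd, 15 min RT; start w/ 50 uM AA (final), 6 min RT; stop/detect w/ 200 uM XO + 300 uM Fe(II) in 50 mM H2SO4, 30 min; A573/A405. Buffer 25 mM Hepes pH 7.5, 0.01% Triton X-100. No-enzyme wells as negative control.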
CRE-bla Fsk – CRE-bla signaling modulation under forskolin stimulation; Potency, µM (doses to about 38.2 µM), for the others: at the top dose activity change, negative = inhibition, actives largely listed as activators; CHO CRE-bla reporter (cAMP response element driving beta-lactamase), forskolin EC10, beta-lactamase ratio; 2.5% of 71,000 active; active means well fitted activation curve with a large enough effect in the signal ratio, with a control signal flat, not every such curve was filed as active; inconclusive means small, poorly fitted or top-dose-only effect, or effect the other way, or a change in a side signal; the % refers to the signal ratio; further: potency means the concentration at half of the fitted maximal effect; % of control where 0% means no effect
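Cells were plated overnight at 37 °C, exposed to compound titrations plus EC10 NKH 477 for 3 h, then given CCF4 dye for 2 h at room temperature. Blue/green (460/530 nm) ratio was converted to %Activity and AC50 values calculated.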
DNA Pol III inh – inhibitors of bacterial DNA polymerase III holoenzyme; reconstituted DNA polymerase III holoenzyme replication, biochemical; Potency, µM (top dose mostly 57.1 µM), for the others: top-dose activity change, negative = inhibition; 0.25% of 71,000 active; further: potency means the concentration at half of the fitted maximal effect; on the % scale 0 is the no-effect control and ±100 the full control effect
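Reconstituted *E. coli* holoenzyme (0.35 nM Pol III, 1 nM beta, 154 nM SSB, 2 nM primase) was preincubated with compound for 15 min at RT. Synthesis on 1.4 nM ssM13Gori ran 35 min, then was stopped with PicoGreen/EDTA and read as dsDNA fluorescence.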
HADH2 inh – blocks human hydroxyacyl-CoA dehydrogenase type II | recombinant HADH2, NADH fluorescence, beta-hydroxybutyryl-CoA | Potency, µM (top dose mostly 57.1 µM), inactives show at the highest dose activity change, negative = inhibition, actives largely listed as inhibitors | AID 886 | 3.4% of 73,000 active; further: potency means the concentration at half of the fitted maximal effect; on the % scale 0 is the no-effect control and ±100 the full control effect; nearly all actives have a fitted effect of over 60% in size; many of its hits are not listed in these tables
Target sequence (Q99714 whole entry, looked up, one chain of several): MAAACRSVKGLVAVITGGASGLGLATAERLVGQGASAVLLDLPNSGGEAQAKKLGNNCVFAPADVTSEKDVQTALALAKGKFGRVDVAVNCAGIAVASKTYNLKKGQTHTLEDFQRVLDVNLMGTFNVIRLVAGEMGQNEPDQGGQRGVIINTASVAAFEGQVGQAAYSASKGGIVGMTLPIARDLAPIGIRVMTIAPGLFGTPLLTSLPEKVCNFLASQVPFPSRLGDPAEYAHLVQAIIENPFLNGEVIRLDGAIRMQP
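Activity measured as NADH fluorescence gain (360/450 nm), taken as the change between first and last reads of a 4-min kinetic run. Conditions: pH 9.0 Tris buffer, 20 nM E. coli-expressed His-tagged enzyme, 1 mM NAD+, 90 uM beta-hydroxybutyryl-CoA; 15-min compound preincubation.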
Active calls of the source: *; ? = inconclusive; / = not tested or not shown; [ ] = dose if it differs, or a comment. Unless noted, the call rests on the fitted dose curve; in most records, active means well fitted curve in the direction sought with a large enough effect; inconclusive means small, poorly fitted or top-dose-only effect, or another doubt; inactive means no such curve, though single readings can be large; an effect the other way counts as inactive or inconclusive.

SMILES	Luciferase inh	Hsp90 Hop PPI	Epigenetic mod	ERK AVP inh	Tau filament bind	UbGFP stabilizer	HBB splice mod	15-hLO inh	CRE-bla Fsk	DNA Pol III inh	HADH2 inh
CCOC(=O)N/N=C1/C[C@@H](O)[C@@H](O)[C@@H]2[C@@H]3C(=O)N(CC)C(=O)[C@H]3CC[C@@H]12	-0.7%[11.4 µM]	/	/	-8.9%[11.5 µM]	/	/	-2.3%[9.22 µM]	7.5%[11.4 µM]	/	/	4.2%[11.4 µM]
Cc1cc2oc(=O)cc(Cn3ccnc3)c2cc1C	-0.2%	-4.1%	-2.6%	-16.7%	-18.1%	-6.7%	-4.1%	6.5%	?	-3.0%	-8.7%
Cc1cc(C)c(C)c(S(=O)(=O)NCc2cccnc2)c1C	1.2%	-1.1%	-3.2%	2.9%	-14.0%	0.3%	4.3%	3.1%	-8.6%	-9.8%	-4.2%
COc1ccc(Oc2ncc3nc(-c4ccccc4)c(=O)n(C[C@H]4CCCO4)c3n2)cc1	0.2%[11.4 µM]	-0.2%	0.7%[9.22 µM]	?	-20.0%	15.8%	-1.1%	1.4%	24.3%	-11.0%	-27.2%
COc1cc(C(=O)OCC(=O)c2c[nH]c3ccccc23)ccc1OCC(=O)N1CCOCC1	-3.3%	-7.1%	2.9%	5.3%	-9.7%	-4.0%	-1.2%	-7.0%	-14.6%	1.1%	4.3%
O=C(c1ccco1)N1CCN(S(=O)(=O)c2ccc3c(c2)CCN3C(=O)C2CC2)CC1	1.9%	-12.4%	4.2%	-7.7%	3.7%	2.6%	-4.0%	2.6%	?	-2.2%	2.7%
O=C(CSc1nnc(Cc2cc(=O)[nH]c(=O)[nH]2)n1-c1ccccc1)N1CCCC1	1.0%	-4.7%	0.0%	4.8%	-9.0%	-1.7%	-1.0%[57.5 µM]	11.2%	18.1%	-7.1%	3.8%
O=C(NCC(c1cccnc1)N1CCN(c2ccccc2F)CC1)OCc1ccccc1 (centres undefined)	-2.0%	-3.3%	-2.7%	-28.0%	-20.1%	-2.8%	0.6%	-6.3%	-6.6%	-0.4%	6.4%
Cc1ccc(-n2[nH]c(C)c(/C=N/c3ccccn3)c2=O)cc1	-2.7%	-0.6%	4.5%	-1.2%	10.0%	-3.0%	-2.5%	-3.5%	3.3%	0.5%	4.1%
CN(C)C(=O)c1ccc(-c2cncnc2Nc2ccc(F)cc2)cc1	-2.9%[2.29 µM]	10.3%	2.9%[9.22 µM]	-11.6%	-1.4%	-3.3%	-1.9%	12.2%	-6.9%	-3.6%	-2.4%
Cc1ccc(S(=O)(=O)N2CCN(C(=O)CN3CCc4ccccc4C3)CC2)cc1	4.2%	?	-1.3%	5.3%	-1.1%	0.7%	-1.2%	-18.1%	-28.7%	-2.5%	-1.4%
CN(C)c1ccc(NC(=O)CN2CCC(C(=O)c3ccc(F)cc3)CC2)cc1	1.7%	-15.6%	0.0%	-24.6%	15.8µM*	4.3%	-0.2%[57.5 µM]	-4.4%	-7.2%	-0.7%	0.2%
CCCOc1ccccc1C1NC(=O)NC(C)=C1C(=O)OCCOC(C)C (centres undefined)	0.6%	-8.3%[11 µM]	-3.1%	-2.3%	-1.7%[11.4 µM]	0.0%[9.17 µM]	1.7%[0.0738 µM]	8.8%[11.4 µM]	?	-1.5%[11.4 µM]	2.6%[11.4 µM]
CCOc1ccc(NC(=O)Cn2nnc(-c3ccccc3NC(=O)C3CC3)n2)cc1	1.0%	-2.4%	0.0%	-0.7%	-9.8%	0.4%	-0.2%[57.5 µM]	-1.7%	-5.5%	-3.9%	8.1%
N#Cc1cccc(NC(=O)N2CCC3(CC2)CCN(C(=O)c2ccco2)CC3)c1	1.5%[11.4 µM]	-4.4%	2.3%[9.22 µM]	-20.4%	8.8%	-6.7%	4.7%	-4.6%	-15.1%	-5.4%	7.5%
O=C(Nc1ccccc1C(=O)OC1CCOC1=O)c1ccco1 (centres undefined)	0.6%	-4.4%	3.7%	-15.3%	4.3%	-0.9%	3.1%	1.6%	17.7%	-0.7%	-11.3%
Cc1ccccc1Br	/	-6.5%	/	5.9%	-4.6%	/	-0.4%	-8.6%	-4.8%	1.6%	-13.1%
COc1ccc(C2CC(c3ccc(OC)cc3)n3nc(NC(=O)c4ccco4)nc3N2)cc1 (centres undefined)	-1.8%	-2.7%	2.2%	-18.8%	1.7%	4.8%	-2.1%[0.369 µM]	31.5%[activator]	-19.0%	2.1%	-11.6%
C=COCCNC(=O)Nc1ccc(Cl)cc1Cl	0.0%	4.4%	10.2%	-1.3%	4.6%	3.8%	-1.2%	-19.3%	2.6%	-1.5%	-6.3%
O=C(NCCN1CCOCC1)Nc1ccc(Cl)cc1Cl	-1.7%	-2.8%	0.0%	2.6%	-20.9%	10.9%	-1.5%	-6.2%	-15.4%	-0.7%	-1.3%
CC1CCCCN1CC(=O)NCc1ccc2c(c1)OCO2 (centres undefined)	1.1%	-1.7%	1.0%	5.1%	4.8%	-11.7%	-1.5%	-1.2%	-16.4%	3.1%	2.7%
Cc1csc(NC(=O)c2ccccc2O)n1	25.1µM*	-5.2%	-2.1%	13.2%	-3.2%	/	1.9%[0.369 µM]	-21.6%	10.5%	-1.6%	31.6µM*
COc1ncc2nc(-c3ccc(F)cc3)c(=O)n(Cc3ccc(F)cc3)c2n1	1.1%[11.4 µM]	-2.1%	-2.7%[9.22 µM]	-3.4%	?	0.1%	-0.7%	-9.0%	?	1.0%	15.6%
COC(=O)N1CCC2(CCN(Cc3ccc(C#N)cc3)CC2)CC1	-4.9%[11.4 µM]	-15.9%	2.3%[9.22 µM]	2.3%	-8.5%	-0.4%	4.0%	-21.7%	-4.7%	-7.7%	?
O=C1CCC2CCCCC2(O)O1 (centres undefined)	1.3%	0.0%	-1.6%	-1.3%	10.1%	9.0%	-2.1%	11.7%	-3.2%	-0.8%	-12.3%
CCOC(=O)CC(=O)CSc1nc2ccc(C)cc2cc1C#N	-26.8%	-1.3%	-2.3%	-8.2%	?	-6.0%	-0.4%[57.5 µM]	-18.9%	-5.0%	-6.8%	?
O=C(NCc1ccc(F)cc1)C1CC(=O)N(CCc2ccccc2)C1 (centres undefined)	0.3%	0.0%	2.2%	-13.5%	-6.3%	-7.8%	-0.4%[0.369 µM]	2.4%	-1.2%	-8.6%	-0.1%
c1ccc(Nc2ncnc3ccc(-c4cccnc4)cc23)cc1	-0.1%[2.29 µM]	3.7%	5.7%[9.22 µM]	4.8%	0.3%	-5.9%	-0.1%	-3.4%	?	-4.8%	-0.1%
CCCCOC(=O)CSc1nnc(-c2ccc(Cl)cc2Cl)o1	1.4%	?	-1.1%	19.8%	2.9%	-3.0%	0.4%[57.5 µM]	?	-4.8%	-2.3%	-3.2%

Some of the entries so far, with values under each structure:
Order of results – Luciferase inh	Hsp90 Hop PPI	Epigenetic mod	ERK AVP inh	Tau filament bind	UbGFP stabilizer	HBB splice mod	15-hLO inh	CRE-bla Fsk	DNA Pol III inh	HADH2 inh
> CCOC(=O)CC(=O)CSc1nc2ccc(C)cc2cc1C#N
→ -26.8%	-1.3%	-2.3%	-8.2%	?	-6.0%	-0.4%[57.5 µM]	-18.9%	-5.0%	-6.8%	?
> CCOC(=O)N/N=C1/C[C@@H](O)[C@@H](O)[C@@H]2[C@@H]3C(=O)N(CC)C(=O)[C@H]3CC[C@@H]12
→ -0.7%[11.4 µM]	/	/	-8.9%[11.5 µM]	/	/	-2.3%[9.22 µM]	7.5%[11.4 µM]	/	/	4.2%[11.4 µM]
> C=COCCNC(=O)Nc1ccc(Cl)cc1Cl
→ 0.0%	4.4%	10.2%	-1.3%	4.6%	3.8%	-1.2%	-19.3%	2.6%	-1.5%	-6.3%

Assay outcomes from PubChem BioAssay.

Some of the compounds tested; rates above refer to the full screens.
